# Screens as filed in PubChem.
# OX1R antag-1 = blocks the human orexin 1 receptor | O43613 | CHO/OX1R cells, Fluo-8 calcium fluorescence, orexin A | inhibition, % at 5 µM | 330,000 compounds, 0.43% hits | AID 434989;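 active = inhibition above its plate's threshold, mean inhibition of all tested compounds on the plate plus 3 SD, cut at about 37% in these data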;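 also: 0% = orexin A challenge wells and 100% = SB-334867-A antagonist wells; not every result past the cut was called active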
# Target sequence (O43613 whole entry, looked up): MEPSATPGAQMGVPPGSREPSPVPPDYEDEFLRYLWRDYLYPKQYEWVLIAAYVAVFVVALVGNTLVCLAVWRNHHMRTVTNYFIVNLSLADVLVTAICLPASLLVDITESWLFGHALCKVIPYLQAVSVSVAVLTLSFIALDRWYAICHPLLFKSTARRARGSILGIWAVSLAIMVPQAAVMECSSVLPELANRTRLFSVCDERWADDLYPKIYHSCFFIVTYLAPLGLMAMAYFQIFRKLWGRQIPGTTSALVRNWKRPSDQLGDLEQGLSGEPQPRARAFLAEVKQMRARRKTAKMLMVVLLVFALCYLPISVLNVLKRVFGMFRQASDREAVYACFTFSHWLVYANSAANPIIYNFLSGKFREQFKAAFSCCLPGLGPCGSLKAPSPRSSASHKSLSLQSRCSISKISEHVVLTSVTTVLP
# OX1R antag-2 = blocks the human orexin 1 receptor; O43613; OX1R-expressing cells, FRET antagonist read-out; inhibition, % at 6.6 µM; 330,000 compounds, 1.8% hits; AID 485270; in the data active = inhibition mostly above about 38%, no sharp cut-off; inactive = mostly below about 40%;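 also: 0% = agonist challenge alone and 100% = reference antagonist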
# CHT PAM = allosterically activates the human high affinity choline transporter; B-score at 10 µM; AID 488977; CHT-expressing cells, membrane potential dye, choline EC20; active compounds read high; LV-AA mutant CHT in HEK293 cells; 310,000 compounds, 0.49% hits; Q9GZV3;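 active = initial fluorescence not abnormally high and integrated response B-score, plate-corrected, over 3 SD above library mean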
# Target sequence (Q9GZV3 whole entry, looked up): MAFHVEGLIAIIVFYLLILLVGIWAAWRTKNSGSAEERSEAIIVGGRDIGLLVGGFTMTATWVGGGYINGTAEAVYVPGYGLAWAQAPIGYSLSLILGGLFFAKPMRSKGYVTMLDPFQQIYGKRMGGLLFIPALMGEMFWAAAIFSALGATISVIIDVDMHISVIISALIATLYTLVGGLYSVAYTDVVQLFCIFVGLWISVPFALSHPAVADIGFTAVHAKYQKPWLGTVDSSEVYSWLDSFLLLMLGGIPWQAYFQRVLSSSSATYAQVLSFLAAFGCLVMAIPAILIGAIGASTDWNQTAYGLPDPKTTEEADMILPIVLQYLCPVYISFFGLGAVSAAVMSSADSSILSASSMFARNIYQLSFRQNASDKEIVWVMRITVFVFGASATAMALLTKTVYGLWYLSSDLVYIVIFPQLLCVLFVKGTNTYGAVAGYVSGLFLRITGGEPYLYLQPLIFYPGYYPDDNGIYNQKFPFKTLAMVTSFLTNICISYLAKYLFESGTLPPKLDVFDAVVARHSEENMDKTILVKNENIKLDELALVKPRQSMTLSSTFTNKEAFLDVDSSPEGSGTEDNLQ
# The depositor's hits bear a star; i = inactive; nt = not tested or not shown.
SMILES,OX1R antag-1,OX1R antag-2,CHT PAM
O=C(CN1C2CCCC1CC(NC(=O)c1ccccc1)C2)Nc1ccccc1C(F)(F)F (centres undefined),-10,68*,i
Cn1nnnc1SCCNCc1ccccc1OCc1ccccc1,-38,13,i
O=C(c1ccc(=O)[nH]c1)N1CCCc2ccccc21,-26,3,i
Cc1cc(C)c2nc(N3CCCC(C(=O)NC4CCCC4)C3)sc2c1 (centres undefined),-37,12,i
CCO[C@H]1OC(C(=O)O)=C[C@@H](C2CC2)[C@@H]1CCCO,8,10,i
O=C(NC1=NCCS1)c1ccc(F)c(S(=O)(=O)N2CCOCC2)c1,20,-2,nt
Nc1cccc(S(=O)(=O)NC2=NCCC2)c1,-3,14,i
O=C(OCC(=O)N1CCN(C(=O)c2ccco2)CC1)c1ccc(Cl)cc1,12,6,nt
Cc1ccc(NC(=S)NC(NC(=O)C(C)(C)C)C(Cl)(Cl)Cl)c(C)c1 (centres undefined),-23,11,i
O=C1c2ccsc2SCCN1Cc1ccccc1,-5,20,i
CCC1CCCCN1C(=O)COC(=O)c1cc(Br)ccc1Cl (centres undefined),-22,17,i
O=C(O)c1ccc(COc2ccccc2C=C2C(=O)c3ccccc3C2=O)cc1,-11,29,i
O=C(NC(=S)Nc1ccc(Cl)cn1)c1cc([N+](=O)[O-])ccc1N1CCOCC1,7,2,i
Cc1ccc(C(=O)CSc2nc(C)cc(SCc3nnc(-c4ccccc4)o3)n2)cc1,-15,17,i
COc1cc(C)c(C(=O)Oc2cc(C)c(C(=O)O)c(O)c2C)c(OC)c1C,-13,28,i
COc1ccc2[nH]c(=O)c(C3c4cc(OC)c(OC)cc4CCN3C(=O)c3ccco3)cc2c1 (centres undefined),-11,10,i
CC(C)(C#N)N([O-])C=C[N+](=O)C(C)(C)C#N,-5,-4,i
CCC(C)(C)NC(=O)Cc1ccc(C)cc1,-12,19,i
COc1ccc(P(=O)(COc2ccc([N+](=O)[O-])cc2)c2ccc(OC)cc2)cc1,-16,10,i
Cc1cc(C)cc(OCCCn2ccnc2)c1,0,5,i
Cc1sc2nc3ccc(N4CCCC4)nn3c(=O)c2c1C,-15,48*,i
COc1cccc(CN2CCN(Cc3nc4c(s3)CCCC4)CC2CCO)c1 (centres undefined),-16,6,i
CC(=O)Nc1ccc(NC(=O)CSc2nnc(NC(=O)c3ccco3)s2)cc1,18,4,i
COc1cccc2sc(Nc3nc(-c4ccncc4)cs3)nc12,16,82*,i
O=C(/C=C/c1cccc(F)c1)Nc1ccc(S(=O)(=O)Nc2ncccn2)cc1,-13,11,i

# Quoted from the listing.
# OX1R antag-2 with COc1ccc2[nH]c(=O)c(C3c4cc(OC)c(OC)cc4CCN3C(=O)c3ccco3)cc2c1 (centres undefined) reads 10
# OX1R antag-1 with O=C(/C=C/c1cccc(F)c1)Nc1ccc(S(=O)(=O)Nc2ncccn2)cc1 reads -13
# OX1R antag-1 with CC(C)(C#N)N([O-])C=C[N+](=O)C(C)(C)C#N reads -5

# Further records.
SMILES,OX1R antag-1,OX1R antag-2,CHT PAM
COc1ccccc1-n1cnnc1SCC(=O)N1CC(=O)Nc2ccccc21,-14,14,i
Cc1cc2ccccc2n1CCNC(=O)c1ccc(S(=O)(=O)N2CCCCC2)cc1,-7,-8,i
O=C(COC(=O)c1c[nH]c2ccccc12)Nc1ccccc1,-4,12,nt
NS(=O)(=O)c1ccc(NC(=O)COC(=O)c2cc(Cl)ccc2[N+](=O)[O-])cc1,-11,26,i
CCN(CC)c1ccc(CNc2nc3ccccc3n2CC)cc1,-18,18,i
Nc1nccnc1C(=O)OCC(=O)c1ccc[nH]1,-17,21,i
NC(=O)c1ccsc1NC(=O)COC(=O)CNC(=O)c1ccc(Cl)cc1,-30,7,nt
CC(C)c1ccc(NC(=O)[C@@H](C)NC(=O)[C@@H]2Cc3ccccc3CN2)cc1,-30,12,i
Cc1occc1C(=O)NCc1cccc(CNC(=O)c2ccoc2C)c1,-5,24,i
Cn1c(C(=O)OCC(=O)NCCc2ccccc2)cc2sccc21,-21,19,i
CC(=O)Nc1ccc(N(C(=O)c2ccco2)C(C(=O)NC2CCCC2)c2ccncc2)cc1 (centres undefined),-11,44,i
COc1ccc(OC)c(CCNC(=O)C2CCN(c3nnc(-n4cccc4)s3)CC2)c1,-41,8,i
COc1cccc(Nc2nc3ccccc3c(=O)[nH]2)c1,-28,21,i
Cc1ccc(S(=O)(=O)c2cc3c(=O)n4cccc(C)c4nc3n(Cc3ccncc3)c2=N)cc1,-49,18,i
Cc1oc(-c2ccoc2)nc1CN(Cc1ccccc1)CC1CC1,-20,10,i
O=C(NC(=S)Nc1ccc(Cl)c(C(=O)O)c1)c1ccc(OCc2ccccc2)cc1,1,29,i
COC(=O)/C(=N/Nc1ccccc1Cl)Sc1nnc(C(O)c2ccccc2)n1-c1ccccc1 (centres undefined),-33,12,i
CCCN(CCC)Cc1c(C(=O)N/N=C/c2c[nH]c3ccccc23)nnn1-c1nonc1N,7,24,i
COc1cc(C2CC(=O)Oc3c(C(CCN4CCOCC4)c4ccc(N(C)C)cc4)c(OC)cc(OC)c32)cc(OC)c1OC (centres undefined),-35,29,i
Cc1nc(C)n(CCNS(=O)(=O)c2ccccc2)n1,-3,36,i
CC1CC(C)(C)CC2(C1)NC(=O)N(CC(=O)NC1CCCc3ccccc31)C2=O (centres undefined),-22,24,i
CCc1nnc(NC(=O)c2sc3nc4cc(C)ccc4cc3c2N)s1,-18,13,i
COCc1ccc(C(=O)NC2CCSc3ccccc32)cc1 (centres undefined),-20,15,i
COc1cccc(CC2(CO)CCN(Cc3cnc(N4CCOCC4)s3)CC2)c1,-17,19,i
Cc1onc(-c2c(Cl)cccc2Cl)c1NC(=O)NNc1ccccc1,-4,7,i

# Some of these compounds in order of SMILES length, lowest first:
SMILES,OX1R antag-1,OX1R antag-2,CHT PAM
CCN(CC)c1ccc(CNc2nc3ccccc3n2CC)cc1,-18,18,i
Cc1oc(-c2ccoc2)nc1CN(Cc1ccccc1)CC1CC1,-20,10,i
COc1cccc(CC2(CO)CCN(Cc3cnc(N4CCOCC4)s3)CC2)c1,-17,19,i
COc1ccc(OC)c(CCNC(=O)C2CCN(c3nnc(-n4cccc4)s3)CC2)c1,-41,8,i
CC(C)c1ccc(NC(=O)[C@@H](C)NC(=O)[C@@H]2Cc3ccccc3CN2)cc1,-30,12,i
COc1cc(C2CC(=O)Oc3c(C(CCN4CCOCC4)c4ccc(N(C)C)cc4)c(OC)cc(OC)c32)cc(OC)c1OC (centres undefined),-35,29,i

# (cont.)
SMILES,OX1R antag-1,OX1R antag-2,CHT PAM
CC(=O)c1ccc(NC(=O)c2ccccc2-c2ccccc2C(=O)O)cc1,-13,21,i
COc1ccc(/C=C2/C(=O)N(CC3CCCO3)C(=S)N2C)c(OC)c1 (centres undefined),-8,7,i
CCn1cnc2c1c(=O)n(CC(=O)OC)c(=O)n2Cc1ccccc1,-38,1,i
O=C(NCCS(=O)(=O)NCc1ccccc1Cl)c1ccc2c(c1)OCO2,-3,5,i
COc1ccc(S(=O)(=O)N2CCN(C(=O)CC(C)C)CC2)cc1,12,0,i
CCOC(=O)C(Cc1cc(C(C)=O)ccc1OCC)C(=O)OCC,-30,12,i
COC(=O)c1cc(C(=O)OCC(=O)NC(=O)NCc2ccccc2)cc([N+](=O)[O-])c1,-24,9,nt
O=c1c2ccccc2nc(-c2cccc(Cl)c2)n1O,0,2,i
CCOC(=O)C1CCN(C(=O)/C=C/c2ccc(OC)cc2)CC1,-15,19,i
CCC(=O)Nc1ccc(NCc2ccc(-c3ccccc3)cc2)cc1,-3,11,i
CCOC(=O)c1sc(NC(=O)CSc2nnc(Cc3ccccc3)o2)c(C#N)c1C,-24,28,i
CCc1nnc(NC(=O)CN2C(=O)N(C)C3(CCCCC3)C2=O)s1,2,2,nt
Nc1nnc(SCCCC(=O)c2ccc(F)cc2)s1,-6,5,i
Cc1cc(C)cc(N=C2NC(=O)CS2)c1,-9,5,i
Cc1ccc(C(=O)N/C(=C\c2ccco2)C(=O)NCC2CCCO2)cc1C (centres undefined),-28,35,i
CC(C)NC(=O)COc1ccc2c(c1)C(=O)CC(C)(C)O2,-9,8,i
COc1ccc(NC(=O)C2CCCN(S(=O)(=O)c3cccnc3)C2)c(OC)c1 (centres undefined),-23,19,i
CCC(c1nnnn1C(C)(C)CC)N(CCCN1CCOCC1)Cc1cc2cccc(C)c2[nH]c1=O (centres undefined),-35,19,i
CS(=O)(=O)N(CC(=O)N1CCN(c2ccccc2)CC1)Cc1ccc(Cl)cc1,-7,7,i
CCOC(=O)C1(Cc2ccccc2Cl)CCN(C(=O)CN2CCOC2=O)CC1,-15,10,i
CC1CN(S(=O)(=O)c2ccc(C(=O)N(C)C3CCCCC3)cc2)CC(C)O1 (centres undefined),-4,10,nt
Nc1c(-c2ccc(F)cc2)cnn1C1CCS(=O)(=O)C1 (centres undefined),-17,20,i
CN1CCN(CC(=O)Nc2cccc(S(=O)(=O)N(C)c3ccccc3)c2)CC1,-11,8,nt
CCC1(C)Cc2c(sc3c2c(=O)n(C)c2nnc(SCc4ccc5c(c4)OCO5)n32)CO1 (centres undefined),-28,7,i
CCOc1ccc(C(=O)NCC(=O)N2CCC3CCCCC3C2)cc1OCC (centres undefined),-37,17,i

# Continued.
SMILES,OX1R antag-1,OX1R antag-2,CHT PAM
CCC(=O)N1CCN(c2ccccc2NC(=S)NC(=O)c2cccc([N+](=O)[O-])c2)CC1,-31,19,i
O=C(COC(=O)[C@@H]1CCCN1C(=O)c1cccs1)Nc1cccc(Cl)c1,-12,10,nt
O=C(O)CCCC(=O)Nc1ccc(Oc2cccc(C(F)(F)F)c2)nc1,-5,14,i
CCNc1nc(C)cc(COC)c1C#N,-10,2,i
COc1cc(-c2nc(C)c(C(C)=O)n2O)ccc1OCC(=O)Nc1ccc(Cl)cc1,-28,9,i
O=C(CC1C(=O)NCCN1Cc1c(F)cccc1Cl)NC1CCCCCC1 (centres undefined),-28,17,i
O=C(CCNC(=O)c1ccc([N+](=O)[O-])cc1)NCCC1=CCCCC1,-9,17,i
CC1(C)OC(=O)N(CC(=O)Nc2ccccc2)C1(C)O (centres undefined),0,14,i
CCOC(=O)Cc1cc(=O)n2[nH]c(-c3ccccc3)c(-c3ccccc3)c2n1,1,24,i
OC(CN1CCN(c2cccc(C(F)(F)F)c2)CC1)c1c[nH]c2ccccc12 (centres undefined),-18,12,i
CCN1C(=O)CC(N2CCC(Nc3ccc(F)cc3)CC2)C1=O (centres undefined),2,62,i
COc1ccccc1-c1cc(C(F)(F)F)nc(N2CCCC2)n1,-3,7,i
Cc1ccc2cc(CN(Cc3ccco3)C(=O)C3CCCCC3)c(=O)[nH]c2c1C,-14,12,i
CCc1ccc(O)c(CNCCNCc2cc(CC)ccc2O)c1,-6,4,i
Cc1c(CCO)sc[n+]1CC(=O)OCCC12CC3CC(CC(C3)C1)C2,-11,13,i
Cc1ccc2nc(-c3ccc(SCC(=O)Nc4nc(C)cs4)nc3)[nH]c2c1,-22,14,i
O=c1c(-c2nnc(SCc3ccc(Cl)c(Cl)c3)o2)cccn1Cc1ccccc1,-17,8,i
Cn1c2ccsc2c2ncn(Cc3ccc(F)cc3)c(=O)c21,5,0,nt
CC1Oc2ccccc2N(CC(=O)NC2CCCCC2)C1=O (centres undefined),-14,11,i
CCCCn1c(N)c(N(CCC(C)C)C(=O)c2ccc(COc3ccccc3)o2)c(=O)[nH]c1=O,-35,19,12*
COc1ccc(-n2nnnc2SCC(=O)Nc2ccc(OC)cc2OC)cc1,-19,15,i
CCCOc1ccccc1/C=C1\SC(N2CCCCC2)=NC1=O,-25,-1,i
Cc1nc(NC(=O)COc2ccc(Cl)cc2)sc1C(=O)N(C)C,12,1,i
CCOC(=O)C1C2C=CC3(CN(CCc4ccccc4)C(=O)C13)O2 (centres undefined),0,24,i
Cc1ccc2nc(-c3cccc(NC(=O)c4ccco4)c3)[nH]c2c1,-10,57,i

# Continued:
SMILES,OX1R antag-1,OX1R antag-2,CHT PAM
O=C1c2ccccc2C(=O)N1CCCSc1nc2ccccc2o1,-14,22,i
CN(Cc1ccc(C(F)(F)F)cc1)C(=O)C1CC(=O)N(Cc2ccco2)C1 (centres undefined),2,8,nt
COc1cc(C(=O)NCC(=O)N/N=C/c2ccc(OC(=O)c3ccco3)cc2)cc(OC)c1OC,-46,17,i
CC(C)(C)c1csc(NC(=O)c2c(F)c(F)c(F)c(F)c2F)n1,-11,13,i
CCN(CC)C(=O)/C(=C\c1ccc2c(c1)OCO2)NC(=O)c1ccc(Br)cc1,-2,1,i
COCc1cc(C)nc(N)c1C#N,10,13,i
Cc1cc(C(=O)OCC(=O)NC2CCCCC2)c(C)o1,-21,5,i
Cc1cccc(OCCCN2CCCCCC2)c1,-19,-3,i
COc1ccc(N2CCN(C(=O)c3oc4ccccc4c3C)CC2)cc1,-14,11,i
COCCCNC(=O)CN(c1cc(OC)ccc1OC)S(=O)(=O)c1ccccc1,16,53,i
COc1ccc(C(CNCC(O)COc2c(C)ccc(C)c2C)N(C)C)cc1 (centres undefined),-12,0,i
O=C(CN1C(=O)NC2(CCCCC2)C1=O)Nc1ccccc1Cl,1,10,i
Cc1nc2c(C)cccc2c(SC(=N)N)c1CC=C(Cl)Cl,-6,14,i
Cc1cc(N2C3CCC2CC(O)(c2ccc(F)cc2)C3)nc(-c2ccccc2)n1 (centres undefined),-9,3,i
Cc1nc(Nc2nc(CSc3ccc(Cl)cc3)cc(=O)[nH]2)nc2ccccc12,-4,4,i
O=C(Nc1ncc([N+](=O)[O-])s1)c1cccc([N+](=O)[O-])c1,-4,39*,i
CC1Cc2ccccc2N1S(=O)(=O)c1ccc(Cl)nc1 (centres undefined),-16,8,i
COc1cc2[nH]c(C(=O)N3CCc4ccccc4C3)cc2c(OC)c1OC,-18,-1,i
